# Screens deposited in PubChem by National Center for Advancing Translational Sciences (NCATS).
# A-T KAP1 phos = potential ataxia-telangiectasia treatment | AID 485349 | 0.19% of 320,000 active | Potency, µM (doses to about 57.5 µM), for inactives: at the top dose activation, usual class: activators | […] A-T fibroblasts, KAP-1 phosphorylation AlphaLISA; neocarzinostatin DNA damage 30 min before lysis; further: potency means the concentration at half of the fitted maximal effect; % of control where 0% means no effect; nearly all actives have a fitted effect of over 45% in size
#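 ATM-like activity read as KAP-1 phosphorylation via AlphaLISA donor/acceptor antibody pairs after lysis and 6 hr at 25C. Cells were ATM-null patient fibroblasts ([…], hTERT), dosed 60 min, then exposed to the DSB inducer NCS for 30 min.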
# TRPV1 agonist = agonists of human vanilloid receptor 1 (TRPV1). 0.19% of 320,000 active. TRPV1-expressing cells, Fluo-8 calcium influx, agonist mode. activation, % at 8.33 µM. Q8NER1; in the data active means activation above about 80%; inconclusive means between about 30% and that limit; further: 0% is about no effect
#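 Cells expressing TRPV1 were dye-loaded with Fluo-8 and read kinetically: 10 s baseline, 3 min after compound (agonist portion), then 2 min after EC20 capsaicin (allosteric enhancer portion). Calcium-bound dye fluorescence at 480/520 nm.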
# ELG1 DNA repair = inhibitors of ELG1-dependent DNA repair in HEK293T cells; HEK293T ELG1-luciferase reporter, luminescence, 16 h; DNA damage induced by 5-fluorouridine; Potency, µM (doses to about 46.1 µM), for inactives: at the top dose activity change, negative = inhibition, actives largely listed as inhibitors; 2.3% of 330,000 active; further: potency means the concentration at half of the fitted maximal effect; on the % scale 0 is the no-effect control and ±100 the full control effect; nearly all actives have a fitted effect of over 55% in size
#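 Reporter activity after DNA damage by 5-fluorouridine is monitored. Compound-treated cells incubate 16 hr at 37 °C, then ONE-Glo is added for 30 min before luminescence reading.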
# a7 integrin act = activators of alpha7 integrin expression for muscular dystrophy. alpha7betagal myoblasts, beta-gal FDG fluorescence, 48 h. Potency, µM (highest dose often 38.3 µM), inactives show at the top dose activation, hits mostly activators. 0.064% of 350,000 active. AID 624291;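 further: potency means the concentration at half of the fitted maximal effect; 100% = response of the positive control SU9516; nearly all actives have a fitted effect of over 60% in size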
#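 Alpha7betagal+/- myoblasts (passage 13) were plated 16-24 hr, then exposed to compounds (1:260 dilution of DMSO stock) for 48 hours at 37C. After MPER lysis, β-galactosidase reporter activity was read as FDG fluorescence (ex 480/em 540) after 30 minutes.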
# BRCA1 expr act = increases BRCA1 expression; MCF7-BRCA1-FFLuc reporter, luminescence, 48 h; response scale: scaled: vehicle 0%, 10 µM genistein 100%; AID 624202; 1.1% of 380,000 active; Potency, µM (doses to about 46.1 µM), inactives show at the top dose activation, usual class: activators; further: potency means the concentration at half of the fitted maximal effect; nearly all actives have a fitted effect of over 80% in size; some results filed as inactive show a strong effect at the top dose
#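 Luminescence from a BRCA1-driven firefly luciferase in MCF7 cells was the read-out, taken 15 min after substrate addition following 48 h compound exposure at 37 °C. Data were normalized to a 10 microM genistein control and DMSO vehicle.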
# TSG101-PTAP inh = blocks PTAP/TSG101 interaction to inhibit HIV-1 budding; Q99816; Fluorescence polarization, FITC-PTAP peptide / Tsg101 binding; Potency, µM (doses to about 115 µM), without a hit: at the highest dose activity change, negative = inhibition, actives largely listed as inhibitors; 340,000 tested, under 10 active; AID 493005; active means well fitted inhibition curve with a large enough effect in the main read-out, with a control signal flat, not every such curve was filed as active; inconclusive means small, poorly fitted or top-dose-only effect, or effect the other way, or a change in a side signal; inactive means no such curve, though single readings can be large or run the other way; further: potency means the concentration at half of the fitted maximal effect; % of control where 0% means no effect
#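 FP read-out: FITC-PTAP peptide, 50 nM final, binding Tsg101 binding domain, 10 uM final; 20 min, r.t.; 10 mM HEPES pH 7.5, 0.15 M NaCl, 0.01% Tween 20, 3 mM EDTA, 0.1 mM TCEP.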
# CXXC DNA block = blocks binding of human MLL CXXC domain to DNA; Q03164; MLL-CXXC / FITC-HOXA9 DNA fluorescence polarization; Potency, µM (doses to about 115 µM), for the others: at the top dose activity change, negative = inhibition, most hits filed as inhibitors; 0.037% of 290,000 active; AID 2662; active means well fitted inhibition curve with a large enough effect in the polarisation, with a control signal flat, not every such curve was filed as active; inconclusive means small, poorly fitted or top-dose-only effect, or effect the other way, or a change in a side signal; inactive means no such curve, though single readings can be large or run the other way; the % refers to the polarisation; further: potency means the concentration at half of the fitted maximal effect
#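 Purified MLL-CXXC (added from a 7 uM solution) was preincubated 5 min at ambient with pinned compounds in 50 mM Tris-HCl pH 7.5, 50 mM NaCl, 1 mM DTT, 0.05% BSA. Fluorescein-labeled HOX-A9 DNA (50 nM solution) followed, 30 min, then polarization read.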
# B2AR arrestin = recruits beta-arrestin to the human beta2-adrenergic receptor | 0.02% of 330,000 active | Potency, µM (top dose mostly 46.1 µM), for inactives: at the top dose activation, most hits filed as activators | P07550 | beta-arrestin recruitment to beta2AR, cell-based reporter | AID 492947;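 further: potency means the concentration at half of the fitted maximal effect; 0% = DMSO controls and full agonism = EC100 isoproterenol or metaproterenol; nearly all actives have a fitted effect of over 65% in size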
# TCR activator = activators of T cell receptors. primary human leukocytes, anti-CD3, IL-2 HTRF, 48 h. Potency, µM (highest dose often 9.22 µM), for the others: top-dose activation of IL-2 secretion, actives largely listed as activators. 330,000 tested, under 10 active; further: % of control where 0% means no effect
#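 Primary human leukocytes receive a-CD3 beads and test compound and are incubated 48 hr. Secreted IL-2 is then assayed by HTRF, measuring 665nm acceptor emission after 320nm excitation of the europium donor.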
# p53 reactivation = restores transcriptional activity of mutant p53. H1299 p53-A138V BP100-luciferase reporter, luminescence, 24 h. Potency, µM (titrated, usually from 92.2 µM), for inactives: at the top dose activity change, positive = activation, hits mostly activators. 0.063% of 320,000 active; further: potency means the concentration at half of the fitted maximal effect; % of control where 0% means no effect; nearly all actives have a fitted effect of over 45% in size
#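 p53-null H1299 cells stably carrying temperature-sensitive p53-A138V and a BP100-luciferase reporter were pinned with compounds (4-point, 1:5 series) and held 24 hrs at 37 deg C. Luminescence was read 10 min after detection reagent.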
# Starred values were filed as active, the others as inactive; ? = inconclusive; / = not tested or not shown; & = joins results of further samples; [ ] = dose if it differs, or a comment. Unless noted, the call rests on the fitted dose curve; in most records, active means well fitted curve in the direction sought with a large enough effect; inconclusive means small, poorly fitted or top-dose-only effect, or another doubt; inactive means no such curve, though single readings can be large; an effect the other way counts as inactive or inconclusive. No enrichment for hits. About 3.8% of those tested had a hit in this group.
SMILES,A-T KAP1 phos,TRPV1 agonist,ELG1 DNA repair,a7 integrin act,BRCA1 expr act,TSG101-PTAP inh,CXXC DNA block,B2AR arrestin,TCR activator,p53 reactivation
COC(=O)C1CCN(S(=O)(=O)CCNC(=O)c2cccc(OC)c2)CC1,6%,2,?,3%,-27%,-2%,/,0.1%,4%,-2%
C[C@@]12C(=O)Nc3cc(Cl)ccc3C(=O)N1[C@H]1c3ccccc3OC[C@@H]1[C@@H]2c1ccccc1,-7%,0,-18%,-16%,-42%,-1%,/,?,10%,-6%
Cc1c(-c2ccccc2)nc(N)c(C#N)c1-c1cccs1,1%,1,14%,5%,-5%,-4%,13%,-0.1%,1%,3%
COc1cccc(OCc2cc(C(=O)NC(C)c3cnn(C)c3C)no2)c1 (stereo not given),2%,0,?,15%,?,-4%,1%,-1.0%,-1%,?
O=C(NC(=O)c1ccccc1)Nc1ccc(-c2cnco2)cc1,2%,2,?,?,?,-1%,2%,-1.1%,12%,7%
COc1cc(C2CC(=O)N3CN(c4ccccc4C)CSC3=C2C#N)cc(OC)c1OC (stereo not given),-1%,2,1%,/,/,/,-4%,-0.1%,/,-3%
Cc1nnc(SCCCN2C(=O)c3ccccc3C2=O)o1,1%,-1,6%,11%,10%,-3%,8%,-0.1%,-8%,7%
COc1ccc(NC2CCCN(C(=O)c3cccnc3)C2)cc1 (stereo not given),5%,-2,24%,35%,3%,-21%,5%,0.1%,5%,10%
COc1ccc(-c2nc(CSCC(=O)NCc3ccc4c(c3)OCO4)c(C)o2)cc1,5%,11,?,3%,2%,-2%,-1%,0.5%,-5%,-5%
Cc1ccc(N(CC(=O)N/N=C/c2ccc(OC3CSC3)cc2)S(=O)(=O)c2ccccc2)c(C)c1,0%,1,-13%,-6%,-14%,1%,?,-0.8%,-8%[46.1 µM],10%
CCc1ccc(OCCn2ccnc2)cc1,-10%,1,7%,-19%,8%,0%,7%,-0.4%,/,11%
COc1ccc(NC(=S)NNC(=O)CCn2cc([N+](=O)[O-])cn2)cc1,0%,-1,?,8%,-17%,-3%,1%,-0.5%,-7%,2%
COCCCNC(=O)Cn1cnc2c(OCc3ccccc3)ncnc21,11%,/,6%,17%,16%,1%,/,5.8%,1%,7%
CC1CCc2c(sc(NC(=O)CSc3nc4c(c(C(F)(F)F)n3)CCc3ccccc3-4)c2C(N)=O)C1 (stereo not given),-1%,4,?,10%,3%,-7%,15%,4.7%,-6%[46.1 µM],-3%
Cc1csc(Sc2ccc(S(=O)(=O)N3CCCC3)cn2)n1,16%,3,0%,-9%,60%,1%,0%,0.6%,-2%,1%
CC(=O)Nc1c([N+](=O)[O-])cc(C)c(Cl)c1[N+](=O)[O-],-1%,-2,11%,?,-3%,-4%,-4%,-0.1%,-3%,?
CC1CN(Cc2ccccc2)C(C)CC1O (stereo not given),2%,1,-8%,-22%,-1%,-1%,9%,-0.2%,3%,2%
COc1ccc(/C=C(/NC(=O)c2cccs2)C(=O)Nc2ccc(C)cc2)cc1OC,3%,-4,-10%,-29%,-22%,2%,8%,-1.6%,6%,-2%
CCOc1ccccc1-c1cc(C(=O)N/N=C(\C)c2cccnc2)c2ccccc2n1,5%,?,-13%,-4%,-49%,-1%,8%,0.4%,7%,-6%
CC(=O)Nc1ccc(S(=O)(=O)NCC(CCC(=O)O)C(F)(F)F)cc1 (stereo not given),1%,-4,14%,-15%,-9%,-2%,1%,0.0%,1%,-1%
O=C(Cc1ccc(NC(=O)C2CCN(C(=O)CCc3ccccc3)CC2)cc1)Nc1ccc(C(=O)N2CCOCC2)cc1,/,/,/,-13%,0%,-2%,/,/,0%,/
COc1cc(OC)cc(C(=O)NCC(=O)OCC(=O)NC(C)CCc2ccccc2)c1 (stereo not given),-5%,/,?,16%,-32%,-3%,/,0.0%,-9%,0%
COc1cccc(/C=N/NC(=O)CN(C2=NS(=O)(=O)c3ccccc32)c2ccccc2)c1,5%,2,-10%,-11%,-14%,-2%,1%,-1.3%,2%[46.1 µM],-3%
Cc1c(NC(=O)c2cc3ccccc3o2)c(=O)n(-c2ccccc2)n1C,25%,-1,24%,12%,24%,-10%,-10%,-0.7%,/,2%

# An excerpt of these results, tab-delimited:
molecule	A-T KAP1 phos	TRPV1 agonist	ELG1 DNA repair	a7 integrin act	BRCA1 expr act	TSG101-PTAP inh	CXXC DNA block	B2AR arrestin	TCR activator	p53 reactivation
O=C(Cc1ccc(NC(=O)C2CCN(C(=O)CCc3ccccc3)CC2)cc1)Nc1ccc(C(=O)N2CCOCC2)cc1	/	/	/	-13%	0%	-2%	/	/	0%	/
COc1cc(OC)cc(C(=O)NCC(=O)OCC(=O)NC(C)CCc2ccccc2)c1 (stereo not given)	-5%	/	?	16%	-32%	-3%	/	0.0%	-9%	0%

# (list continues)
SMILES,A-T KAP1 phos,TRPV1 agonist,ELG1 DNA repair,a7 integrin act,BRCA1 expr act,TSG101-PTAP inh,CXXC DNA block,B2AR arrestin,TCR activator,p53 reactivation
CC1Cc2ccccc2N1C1=CC(=O)CCC1 (stereo not given),-1%,-7,-2%,-60%[inhibitor],-27%,-2%,-8%,-0.2%,-4%,2%
Cn1nc(C(=O)Nc2cccc(C(=O)NC3CC3)c2)c2ccccc2c1=O,-3%,2,-2%,?,-10%,0%,/,-0.3%,-1%,0%
COc1ccc(N2C(=O)C3CCCN3C2=S)cc1 (stereo not given),-5%,2,1%,13%,-11%,-3%,-10%,0.2%,-6%,2%
Cc1ccc(NC(=O)COC(=O)Cc2c[nH]c3ccccc23)cc1C,4%,?,0%,12%,-16%,-6%,/,-0.2%,9%,5%
COc1ccc(Cl)cc1NC(=O)CCn1c(=O)oc2ccccc21,3%,2,1%,4%,3%&0%,0%,17%,-0.5%,0%,0%
CCc1c(C)[nH]n(-c2nc(-c3cccc([N+](=O)[O-])c3)cs2)c1=O,-8%,22,3%,23%,-39%,-7%,10%,0.0%,1%[46.1 µM],20%
COc1cccc(-n2c(SCC(=O)NC3CCCCC3)nc3n[nH]c(C)c3c2=N)c1,1%,-1,?,15%,-82%[inhibitor],-4%,-1%,-0.4%,-3%,-12%
O=C1NC2=C(C(=O)CCC2)C(c2ccccc2Cl)N1 (stereo not given),9%,-3,2%,-43%,9%,-5%,7%,0.1%,-5%,-4%
CCOC(=O)C1(Cc2cccc(F)c2)CCN(C(=O)c2cscn2)CC1,3%,21,5%,-15%,0%,2%,-5%,0.0%,-2%,-1%
Clc1ccccc1OCCCn1ccnc1,-1%,3,-1%,3%,14%,-2%,-7%,-0.2%,-3%,0%
CCOC(=O)c1ccc(NC(=O)c2ccc(C)c(S(=O)(=O)N3CCOCC3)c2)cc1,/,?,4.6µM*,-39%,-110%[inhibitor],-1%,-5%,0.2%,2%,-3%
CC1CCCN(C(=O)NC(=O)c2ccc(Cl)cc2)C1 (stereo not given),1%,-2,14%,?,21%,-6%,-6%,0.4%,1%,15%
COC(=O)C(Cc1cnc(Cl)s1)(C(=O)OC)c1ccccc1[N+](=O)[O-],2%,12,14%,9%,0%,-6%,17%,0.3%,-2%,-4%
CC(C)=CCC[C@](C)(O[C@@H]1O[C@H](CO[C@@H]2OC[C@H](O[C@@H]3OC[C@@H](O)[C@H](O)[C@H]3O)[C@H](O)[C@H]2O)[C@@H](O)[C@H](O)[C@H]1O)C1CC[C@]2(C)C1[C@H](O)CC1[C@@]3(C)CC[C@H](O)C(C)(C)C3[C@@H](O)C[C@]12C (stereo not given in full),8%,/,9%,-13%,18%,-3%,/,-0.2%,2%,-3%
COc1ccc(C2=NO[C@@H]3C(=O)N(C4CCCCC4)C(=O)[C@H]23)cc1OC,-2%,9,5%,0%,12%,-3%,15%,-0.8%,0%,4%

# Part of the list above, tab-delimited:
Molecule	A-T KAP1 phos	TRPV1 agonist	ELG1 DNA repair	a7 integrin act	BRCA1 expr act	TSG101-PTAP inh	CXXC DNA block	B2AR arrestin	TCR activator	p53 reactivation
Cc1c(NC(=O)c2cc3ccccc3o2)c(=O)n(-c2ccccc2)n1C	25%	-1	24%	12%	24%	-10%	-10%	-0.7%	/	2%
CC1CN(Cc2ccccc2)C(C)CC1O (stereo not given)	2%	1	-8%	-22%	-1%	-1%	9%	-0.2%	3%	2%
CCOC(=O)c1ccc(NC(=O)c2ccc(C)c(S(=O)(=O)N3CCOCC3)c2)cc1	/	?	4.6µM*	-39%	-110%[inhibitor]	-1%	-5%	0.2%	2%	-3%
